Nrf2 block: Nrf2 pathway inhibition; A549 ARE-Fluc reporter, luciferase luminescence, 18-24 h; AID 504444; Potency, µM (doses to about 46 µM), for inactives: at the highest dose activity change, negative = inhibition, usual class: inhibitors; hit rate 2.1% among 360,000; also: potency is read from the fitted curve at half-maximal effect; % is scaled to controls: 0 for no effect and ±100 for the full control effect; nearly all actives have a fitted effect of over 60% in size
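A549 ARE_Fluc cells (5000/well, 5% FBS OPTI-MEM) pre-incubated 2 h, then treated with compounds 18-24 h at 37C/5% CO2 in concentration-response. CellTiter-Fluor viability read first; BugLite luciferase luminescence after 15 min at room temperature gives Nrf2 activity.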
CCT chaperon mod: changes cytosolic chaperonin activity | activity change, % (test concentration not listed), hits read low | purified chaperonin ATPase assay, HTRF ADP detection, 30 min | hit rate 0.3% among 360,000 | AID 651819; in the data active = activity change below about -30%; also: % is scaled to controls: 0 for no effect and ±100 for the full control effect
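TRiC at 40 or 20 nM final (batch-dependent) in 30 mM Tris pH 7.4, 100 mM KCl, 5 mM MgCl2, 1 mM DTT, with compound at single 76 uM and 10 uM ATP, 30 min at 37 deg C. ADP detected by HTRF Transcreener, 665/615 ratio.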
EPAC2 antag: blocks human EPAC2 exchange factor. Q8WZA2. Potency, µM (doses to about 114 µM), for the others: at the top dose activity, negative = inhibition, hits mostly inhibitors. hit rate 0.18% among 360,000. EPAC2 GEF exchange of Rap1B-BODIPY-GDP, fluorescence. AID 720708; also: potency is read from the fitted curve at half-maximal effect; % is scaled to controls: 0 for no effect and ±100 for the full control effect; nearly all actives have a fitted effect of over 45% in size; many of its hits are not listed in these tables
Target sequence (Q8WZA2 whole entry, looked up): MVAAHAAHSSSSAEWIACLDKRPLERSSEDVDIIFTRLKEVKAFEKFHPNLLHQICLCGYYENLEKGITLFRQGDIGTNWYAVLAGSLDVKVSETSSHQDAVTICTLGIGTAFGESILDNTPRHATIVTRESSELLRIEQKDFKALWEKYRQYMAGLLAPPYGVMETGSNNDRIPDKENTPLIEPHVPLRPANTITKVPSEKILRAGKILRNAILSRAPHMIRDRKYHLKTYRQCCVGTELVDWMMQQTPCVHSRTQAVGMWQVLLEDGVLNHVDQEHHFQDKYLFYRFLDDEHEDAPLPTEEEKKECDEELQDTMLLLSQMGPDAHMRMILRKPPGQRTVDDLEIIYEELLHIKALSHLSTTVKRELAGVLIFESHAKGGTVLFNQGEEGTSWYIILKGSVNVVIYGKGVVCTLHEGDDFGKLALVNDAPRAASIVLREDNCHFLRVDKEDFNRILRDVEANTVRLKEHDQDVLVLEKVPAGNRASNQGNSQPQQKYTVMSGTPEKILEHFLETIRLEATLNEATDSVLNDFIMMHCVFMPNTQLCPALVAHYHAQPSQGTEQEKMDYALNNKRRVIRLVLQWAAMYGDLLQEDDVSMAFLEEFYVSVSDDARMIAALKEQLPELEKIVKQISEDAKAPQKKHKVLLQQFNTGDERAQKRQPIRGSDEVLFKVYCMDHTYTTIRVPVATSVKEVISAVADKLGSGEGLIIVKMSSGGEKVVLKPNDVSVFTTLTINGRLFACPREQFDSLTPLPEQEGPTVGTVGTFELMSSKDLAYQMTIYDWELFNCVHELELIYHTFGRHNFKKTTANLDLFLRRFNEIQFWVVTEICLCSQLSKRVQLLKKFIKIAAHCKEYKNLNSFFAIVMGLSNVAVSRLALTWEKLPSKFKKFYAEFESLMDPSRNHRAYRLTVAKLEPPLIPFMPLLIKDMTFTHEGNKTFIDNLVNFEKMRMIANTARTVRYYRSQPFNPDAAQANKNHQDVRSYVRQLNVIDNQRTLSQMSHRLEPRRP
A549 viability: A549 cytotoxicity, counter-screen for Nrf2 inhibitors; Potency, µM (doses to about 46 µM), without a hit: at the highest dose activity change, negative = cytotoxicity, actives largely listed as inhibitors; A549 ARE-Fluc cells, CellTiter-Fluor viability, 18-24 h; hit rate 0.16% among 390,000; also: potency is read from the fitted curve at half-maximal effect; % is scaled to controls: 0 for no effect and ±100 for the full control effect
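A549 ARE-Fluc cells in 5% FBS OPTI-MEM, 5000 cells/well, rested 2 h then exposed to compounds in concentration-response for 18-24 h at 37 °C. Viability by CellTiter-Fluor fluorescence (Ex 405/Em 525) after 30 min; luciferase luminescence (BugLite, 15 min, RT) read afterwards.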
pAkt inh: inhibitors of Akt phosphorylation; hit rate 0.32% among 360,000; activity change, % for hits at 50 µM; Neuro2A IGF-stimulated pAkt S473 HTRF, 20 min; active compounds read low; in the data active = activity change below about -80%; inconclusive = mostly about -51% to -80%; also: % is scaled to controls: 0 for no effect and ±100 for the full control effect
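Single-point screen (50 µM final compound) in Neuro2A cells stimulated 20 min with 6 nM IGF at 37 deg C. After lysis, Ser473-phosphorylated Akt read by HTRF (ex 330 nm, em 615/665 nm) as the 665/615 ratio.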
EPAC2 ag: EPAC2 (human) agonism | Potency, µM (top dose mostly 154 µM), for inactives: at the top dose activation, usual class: activators | hit rate 0.079% among 360,000 | AID 720711 | EPAC2 activation, biochemical qHTS; response scale: 100% = 6.5 mM cAMP response; also: potency is read from the fitted curve at half-maximal effect; nearly all actives have a fitted effect of over 50% in size
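Fluorescence exchange assay: 100 nM EPAC2 with 250 nM RAP1B-BODIPY-GDP and 50 uM GDP; compounds tested as a concentration-titration series (qHTS). Loss of Rap1-bound BODIPY-GDP fluorescence read at 480/540 nm; data normalized to 6.5 mM cAMP.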
MmCpn inh: inhibitors of Methanococcus maripaludis chaperonin (MmCpn); hit rate 0.031% among 330,000; purified Mm-Cpn ATPase, ADP Transcreener TR-FRET; AID 504842; Potency, µM (doses to about 76.9 µM), for the others: at the highest dose activity, negative = inhibition, actives largely listed as inhibitors; also: potency is read from the fitted curve at half-maximal effect; % is scaled to controls: 0 for no effect and ±100 for the full control effect; nearly all actives have a fitted effect of over 80% in size
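Compound-treated chaperonin, 25 nM final, turns over 10 uM ATP at 37°C for 30 min following a 10 min preincubation; ADP generated competes with ADP-d2 for Eu-cryptate antibody, lowering FRET.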
TGFb inhibitor: blocks TGF-b signaling | AID 588855 | HepG2 CAGA-GFP TGF-b/SMAD3 reporter, GFP fluorescence, 18 h; TGF-beta stimulated, 500 pg/mL final | Potency, µM (highest dose often 46.1 µM), for inactives: at the top dose activity, negative = inhibition, usual class: inhibitors | hit rate 1.2% among 410,000; also: potency is read from the fitted curve at half-maximal effect; % is scaled to controls: 0 for no effect and ±100 for the full control effect; nearly all actives have a fitted effect of over 65% in size
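Using HEPG2 CAGA-GFP reporter cells at 1000 cells/well, we pinned test compounds, stimulated with recombinant TGF-beta (500 pg/mL final) and measured total well GFP after 18 h.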
Nrf2 activator: Nrf2 pathway activation. AREc32 ARE-luciferase reporter (MCF7-derived line), luminescence, 24 h. Potency, µM (doses to about 46.1 µM), for the others: top-dose activation, most hits filed as activators. hit rate 0.31% among 410,000. AID 624171; also: potency is read from the fitted curve at half-maximal effect; % of control where 0% means no effect; nearly all actives have a fitted effect of over 65% in size
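Each well held 1000 AREc32 cells, which were incubated with compound for 24 hr at 37 deg C after overnight attachment, and ARE reporter activity was quantified by firefly luciferase luminescence.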
Starred values were filed as active, the others as inactive; i = inactive; ? = inconclusive; . = not tested or not shown; [ ] = another dose, or the depositor's remark. Unless noted, calls follow the shape of the dose curve; as a rule, active = well fitted curve in the direction sought with a large enough effect; inconclusive = small, poorly fitted or top-dose-only effect, or another doubt; inactive = no such curve, though single readings can be large; an effect the other way counts as inactive or inconclusive.

SMILES	Nrf2 block	CCT chaperon mod	EPAC2 antag	A549 viability	pAkt inh	EPAC2 ag	MmCpn inh	TGFb inhibitor	Nrf2 activator
Cc1ccc(Cn2c(=O)c3ccccc3n3c(CCC(=O)NCCN4CCOCC4)nnc23)cc1	4.2%	-1.2	-5.3%	2.6%	i	13.5%	-8.7%	2.3%	-0.3%
Cc1ccc(OCCOCCN(C)C)c(Cl)c1	-8.9%	2.0	-3.3%	8.5%	i	6.1%	1.0%	-5.0%	2.3%
O=C(N1CCCC1)C12CC3CC(CC(Cl)(C3)C1)C2	-4.9%	-3.9	9.1%	-6.5%	i	0.8%	-0.9%	0.2%	0.4%
CCOC(=O)CSc1nc2ccc(C)cc2[nH]1	7.2%	-1.4	-4.7%	-3.9%	i	2.8%	2.0%	2.0%	-0.1%
O=C(Nc1cc(C(F)(F)F)ccc1N1CCOCC1)c1cnccn1	1.9%	-3.2	-2.2%	16.7%	i	3.1%	-1.0%	-11.7%	-0.1%
O=C(Nc1ccc(Oc2ncnc3cc(Cl)ccc23)nc1)Nc1cccc(C(F)(F)F)c1	-0.2%	-0.9	0.0%	-6.4%	i	-5.3%	1.1%	0.0%	-0.1%
CC1CN(C(=O)c2cc(S(=O)(=O)N3CCCCC3)ccc2Cl)CC(C)O1 (centres undefined)	?	-0.2	3.6%	-5.4%	i	-2.6%	-1.0%	-11.0%	-0.2%
CC1=CC2=C(OC1N(C)C)c1cccc3cccc(c13)C2=O (centres undefined)	-8.9%	2.8	5.8%	-5.8%	i	-4.9%	-8.9%	?	?
Cc1nc2ccn(Cc3cccnc3)c(=O)c2cc1C(=O)N1CCN(c2ccccc2)CC1	-14.3%	.	.	-2.2%	.	.	.	-27.9%	-1.1%
Nc1[nH]c(=O)[nH]c(=O)c1N=Cc1ccccc1	6.9%	-0.6	7.4%	7.7%	i	?	.	-48.5%	-0.8%
CCOC(=O)c1sc2nc(Cc3ccc(Cl)cc3)[nH]c(=S)c2c1C	9.8%	0.1	5.4%	-2.0%	i	5.7%	-5.0%	-14.4%	-0.3%
Cc1cc(SCC(=O)c2cccs2)nc2ccccc12	?	1.6	7.3%	-0.1%	i	16.6%	-20.2%	-14.6%	?
CCNC(=S)N1CCN(c2nc(-c3cccc(OC)c3)cs2)CC1	?	-3.4	-3.7%	16.8%	i	22.2%	-0.4%	?	4.0%
O=S1(=O)C[C@H](N2CCN(CC3CC3)CC2)[C@@H](COCc2ccccc2)N1	.	1.3	7.4%	.	i	-1.5%	.	-0.9%	0.1%
Cc1c(NC(=O)C(C)OC(=O)c2cc(-c3cccc4ccccc34)nc3ccccc23)c(=O)n(-c2ccccc2)n1C (centres undefined)	-3.5%	-3.9	-1.8%	-1.2%	i	21.0%	-7.3%	-28.2%	-0.4%
CC(C)(C)c1ccc(OCc2nnc(SCC(N)=O)n2N)cc1	4.9%	-10.5	-1.7%	4.0%	i	9.7%	-7.4%	2.7%	-0.7%
Nc1nnc(SCC(=O)c2ccccc2)s1	11.4%	-1.7	-2.9%	-2.0%	i	5.1%	-9.8%	2.4%	0.2%
NS(=O)(=O)c1ccc(CCNC(=O)c2cnccn2)cc1	5.3%	0.6	-3.5%	-4.4%	i	-2.5%	-2.6%	2.1%	0.2%
Cc1cccc(OC(=O)CN2C(=O)C3C4CCC(C4)C3C2=O)c1C (centres undefined)	28.3%	0.3	1.9%	2.1%	i	4.7%	0.1%	-6.9%	-0.3%
O=C(CSc1nnc2scc(-c3ccccc3)n12)NCc1ccc2c(c1)OCO2	7.9%	-2.3	-5.1%	7.7%	i	12.0%	-0.4%	-1.9%	0.3%
CCOC(=O)CN(Cc1ccccc1)C(C(=O)NC1CCCCC1)c1ccc(C)cc1 (centres undefined)	-20.5%[9.27 µM]	.	.	3.0%	.	.	.	-2.0%	-0.7%
COc1ccc(C2(OC)Oc3cc(OC)ccc3C(=O)C2(O)OC)cc1 (centres undefined)	5.7%	-2.4	-2.9%	-7.6%	i	1.4%	.	?	5.7%
O=C1C2C3C=CC(C2C(=O)N1C1CCCCC1)C1C2C(=O)N(C4CCCCC4)C(=O)C2C31 (centres undefined)	2.8%	0.8	6.3%	2.6%	i	-2.8%	-2.5%	-18.8%	-0.6%
Cc1cc(C(F)(F)F)nc(SCC(=O)c2cccc([N+](=O)[O-])c2)n1	?	-0.7	-6.4%	10.6%	i	22.9%	-0.3%	19.3%	0.6%
COC(=O)c1c(NC(=O)Cc2ccc(OC)c(S(=O)(=O)N3CCOCC3)c2)sc(C)c1C	?	-0.7	-0.3%	-19.1%	i	11.6%	-19.9%	0.0%	0.7%

Additional results follow:
SMILES	Nrf2 block	CCT chaperon mod	EPAC2 antag	A549 viability	pAkt inh	EPAC2 ag	MmCpn inh	TGFb inhibitor	Nrf2 activator
O=C(CNCc1ccccc1)Nc1ccc(F)cc1	17.9%	-4.9	9.8%	-0.6%	i	11.3%	2.0%	3.5%	0.5%
O=C(COc1ccc(Cl)cc1)NNC(=O)c1ccncc1	-30.1%	-0.4	7.3%	4.2%	i	6.1%	-1.1%	-1.4%	-0.1%
Cc1cccc(NC(=S)Nn2cnnc2)c1C	5.7%	-0.2	1.6%	6.5%	i	2.9%	-7.9%	13.4%	-0.2%
Cc1cccc(C(=O)Oc2csc(=S)n2C(=O)c2cccc(C)c2)c1	-2.8%	-2.5	-10.1%	-17.3%	i	8.2%	0.7%	-17.2%	0.1%
CC1CCN(c2nc3ccccc3nc2C(C#N)C(=O)OC2CCCCC2)CC1 (centres undefined)	.	-2.8	-3.8%	12.4%	?	10.1%	1.2%	8.2%	0.1%
O=C(Nc1nc2ccccc2n1CCOc1ccc(Cl)cc1)c1ccco1	?	-0.9	-2.9%	-29.8%	i	-3.6%	-0.6%	-22.9%	-3.6%
O=C1NC[C@@H](CCCCN2C[C@H](Cc3ccc(O)cc3)N(CCc3ccccc3)C(=O)C2=O)N(CCc2ccc(O)cc2)C1=O	.	1.5	5.7%	.	i	3.4%	.	.	0.3%
COc1ccc(OC)c(C2=NS(=O)(=O)N(C)C(C(=O)N3CCC4(CC3)OCCO4)=C2)c1	-11.3%	-1.0	15.1%	-7.4%	i	-7.0%	-1.0%	-28.1%	0.0%
Cn1ccnc1SCC(=O)Nc1ccc(Cl)cn1	26.5%	1.7	-1.0%	-0.4%	i	7.2%	-0.3%	-6.4%	-0.2%
CC(=O)c1cccc(NC(=O)CN(c2ccccc2F)S(C)(=O)=O)c1	16.3%	0.6	-0.2%	17.4%	i	0.9%	-0.6%	-23.6%	-0.6%
COc1ccc(N(CC2CO2)S(=O)(=O)c2ccc(C)cc2)cc1 (centres undefined)	1.8%	0.9	4.3%	1.6%	i	5.7%	1.6%	-1.3%	8.8%
Cc1ccc(C2CN(C)C3(C(=O)Nc4ccccc43)C23COc2ccccc2C3=O)cc1 (centres undefined)	?	-5.8	-6.6%	0.7%	i	-1.7%	0.8%	?	3.2%
CCOC(=O)c1c(N)n(C2CC(C)(C)NC(C)(C)C2)c2nc3ccccc3nc12	17.6%	1.9	0.3%	?	i	-9.7%	-1.8%	-1.2%	3.8%
CC(C)C1C(=O)N(Cc2cn(Cc3ccco3)nn2)CCS(=O)(=O)N1Cc1ccc(-c2ccc(Cl)cc2)cc1 (centres undefined)	.	-0.7	-7.6%	.	i	6.0%	.	?	-1.5%
O=C1NC2(CCCC2)N=C1c1ccc(F)cc1	5.5%	-9.0	0.3%	-0.4%	i	6.3%	-0.2%	10.5%	0.0%
O=C(CCc1nc2ccccc2s1)OCC(=O)c1ccc[nH]1	1.6%	-2.5	-3.8%	0.1%	i	-6.1%	1.1%	9.9%	-0.4%
CCOc1ccc(-c2nnn(CC(=O)c3ccc4c(c3)OCCO4)n2)cc1	?	-0.5	1.6%	-0.6%	i	6.6%	-2.5%	?	0.1%
O=c1[nH]c(Cc2cccc(C(F)(F)F)c2)nc2ccccc12	2.5%	-1.7	0.4%	15.0%	i	4.9%	-1.5%	?	0.0%
CCOCCCNC(=O)c1ccc(OC(C)=O)cc1	0.5%	2.4	4.1%	2.2%	i	7.2%	-0.7%	-8.2%	-0.3%
Clc1ccc(NCc2nncn2-c2ccccc2)cc1	.	-2.5	-10.8%	11.3%	i	7.9%	-0.2%	0.2%	0.2%
O=C(Nc1nnc(SCC(=O)N2CCCC2)s1)C1CC(=O)N(c2ccccc2)C1 (centres undefined)	1.2%	0.8	9.1%	0.4%	i	6.6%	-3.9%	-7.6%	-0.4%
COc1cc2c(cc1NC(C)=O)CCCC2	3.5%	-5.5	-3.9%	5.1%	i	10.2%	-1.6%	30.6%[activator]	-0.6%
CCCC1C(c2ccccc2)C(C#N)(C#N)C2(C#N)CC1(N)NC2=O (centres undefined)	0.2%	1.5	-5.9%	4.2%	.	-0.7%[15.6 µM]	0.3%	14.9%	3.5%
Cc1cccc(C2=N/C(=C\c3cccs3)C(=O)O2)c1	9.0%	-0.1	-6.2%	-1.2%	i	-3.6%	2.3%	5.9%	-0.2%
O/N=C1\CCCc2ccc3ccccc3c21	-8.6%	0.1	-0.5%	-2.3%	i	10.5%	5.3%	14.0%	-1.0%
COc1cc(C(=O)Nc2nc(N)n(-c3ccccc3)n2)cc(OC)c1OC	6.1%	-1.5	4.9%	2.7%	i	3.4%	2.1%	0.0%	-0.1%

3 of the entries above in order of the TGFb inhibitor value, lowest first.
SMILES,TGFb inhibitor
CCOC(=O)c1c(N)n(C2CC(C)(C)NC(C)(C)C2)c2nc3ccccc3nc12,-1.2%
Cc1cccc(NC(=S)Nn2cnnc2)c1C,13.4%
O/N=C1\CCCc2ccc3ccccc3c21,14.0%

High-throughput results as filed in PubChem.

These rows are one share of the data. The share of hits here may be higher or lower than overall.
